# Bioassay records as filed in PubChem.
# HTRA1 inhibitor – blocks human HTRA1 serine peptidase; 340,000 tested, 0.5% active; Q92743; inhibition, % at 5.96 µM; recombinant HTRA1, FP-rhodamine activity-based probe, fluorescence polarization; in the data active = inhibition above about 36%;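 also: 0% = enzyme with DMSO and 100% = wells lacking enzyme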
# Target sequence (Q92743 whole entry, looked up): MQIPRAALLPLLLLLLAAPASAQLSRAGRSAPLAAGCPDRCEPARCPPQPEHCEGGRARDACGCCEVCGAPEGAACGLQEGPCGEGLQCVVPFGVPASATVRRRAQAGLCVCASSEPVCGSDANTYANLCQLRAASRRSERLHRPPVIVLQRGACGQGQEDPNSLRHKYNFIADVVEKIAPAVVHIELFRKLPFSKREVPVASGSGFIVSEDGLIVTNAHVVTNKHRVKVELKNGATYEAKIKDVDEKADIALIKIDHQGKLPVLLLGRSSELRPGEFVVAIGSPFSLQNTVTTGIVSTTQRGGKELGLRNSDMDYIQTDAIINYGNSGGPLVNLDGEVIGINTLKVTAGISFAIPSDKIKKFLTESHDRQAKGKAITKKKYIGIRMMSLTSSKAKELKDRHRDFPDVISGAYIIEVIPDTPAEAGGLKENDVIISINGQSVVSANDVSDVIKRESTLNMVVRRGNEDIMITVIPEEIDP
# An asterisk follows results filed as active. Only part of the results is shown; rates above refer to the full screens.
SMILES,HTRA1 inhibitor
CCN1CCN(c2sc(S(C)(=O)=O)nc2S(=O)(=O)c2ccc(Cl)cc2)CC1,4
CCOc1ccc2nc(N(CCN(C)C)C(=O)c3ccc4c(c3)CCCC4)sc2c1,-14
Cc1cc2cc(CN(Cc3ccc4c(c3)OCO4)C(=O)c3ccco3)c(=O)[nH]c2cc1C,-19
CCCCOC(=O)Nc1cc(C(=O)OC)ccc1C(=O)OC,-9
COc1ccc2c(c1)C1OCCC1C(c1ccco1)N2 (stereo unspecified),11
CC(C)C[C@H](NC(=O)c1[nH]cnc1C(=O)N[C@@H](C)c1ccccc1)C(=O)OCc1ccccc1,-35
O=C(N/N=C/c1ccncc1)c1cccs1,3
CCOCCCNC(=O)c1cc(-c2cccnc2)nc2ccc(S(=O)(=O)N3CCC(C)CC3)cc12,10
CCN1C(=O)CC(c2ccccc2)N(C2CCCC2)c2nc(Nc3ccc(C(=O)NC4CCN(C)CC4)cc3OC)ncc21 (stereo unspecified),-18
CCCN(CCC)c1nc(N)c(C#N)c(CC#N)c1C#N,-6
CCCN1CCC2(CC1)NC(C(=O)O)Cc1c2[nH]c2ccccc12 (stereo unspecified),6
CCCCCC#CCN1CCN(C23CC4CC(CC(C4)C2)C3)CC1,0
O=C(Nc1ccc(S(=O)(=O)N2CCCCC2)cc1)c1ccc(CN2CCOCC2)cc1,-11
O=C(c1ccccc1)c1cnc(Nc2ccccc2Cl)s1,-46
COc1cccc2c1C(=N)c1c(O)c3c(c(O)c1C2=O)CC(O)(C(C)=O)CC3OC1CC(N)C(O)C(C)O1 (stereo unspecified),41*
O=C(O)c1cccc(Cn2c(Cl)c(/C=N/Nc3ccccc3)sc2=O)c1,-18
CN(CCOC(=O)C1c2ccccc2Oc2ccccc21)C(C)(C)C,4
CCN1CCN(Cc2ccc(NC(=O)Nc3ccccc3)cc2)CC1,-3
C=C1CC[C@@]23CC[C@]4(C)[C@@](OC2=O)([C@@H]3C1)[C@H]1O[C@H]1C1[C@@]2(C)CC[C@H](O)C(C)(C)C2CC[C@]14C (stereo partly specified),-34
COc1ccc2cc3cc(C(=O)N(C)C4CCCCC4)oc3nc2c1,-14
Cc1cc(C)nc(SCc2ccc(C(=O)N/N=C/c3cccnc3)cc2)n1,-10
Cn1nc(C(=O)NCCCN2CCCCC2)c2c1-c1ccccc1S(=O)(=O)C2,0
CC(=O)Nc1ccc(NC(=O)CN2CCN(c3cccc(C(F)(F)F)c3)CC2)cc1,-4
COc1ccccc1S(=O)Cc1ccc(C(=O)NCCc2ccc(Cl)cc2)o1 (stereo unspecified),-7
O=C(OC1CCOC1=O)c1ccccc1C(=O)c1ccc(Cl)c([N+](=O)[O-])c1 (stereo unspecified),-2
O=S(=O)(Cc1cc(Cl)nc(-c2cccnc2)n1)c1ccccc1,-11
CCC(=O)N1CCc2cc(Br)cc(S(=O)(=O)NCc3ccco3)c21,-3
COc1ccc(CN(Cc2ccccn2)S(=O)(=O)c2ccc(-n3cnnn3)cc2)cc1,-4
O=C(CSc1nc2c(c(=O)n1-c1ccc(Br)cc1)SCC2)NCC1CCCO1 (stereo unspecified),-5
O=C(NCC(=O)N1CCN(c2ncccn2)CC1)c1cccs1,4
COc1ccc2cc(C(=O)Nc3c(C)n(C)n(-c4ccccc4)c3=O)sc(=O)c2c1OC,-4
COc1ccccc1-c1nnc2n1N=C(c1ccc(O)c(O)c1)CS2,43*
COc1cccc(N2C(=O)CC(Nc3ccc(N4CCOCC4)cc3)C2=O)c1 (stereo unspecified),51*
COc1ccc(C2NCCc3c2[nH]c2ccccc32)cc1CN1CCc2cc(OC)c(OC)cc2C1C (stereo unspecified),-5
Cc1cccc(C(=O)OCc2cc(=O)oc3c(C)c(C)ccc23)c1O,2
CC(C)OCCCNC(=O)c1ccc(Br)cc1,0

# With a hit mark in HTRA1 inhibitor, among the entries above:
SMILES,HTRA1 inhibitor
COc1cccc2c1C(=N)c1c(O)c3c(c(O)c1C2=O)CC(O)(C(C)=O)CC3OC1CC(N)C(O)C(C)O1 (stereo unspecified),41*
COc1ccccc1-c1nnc2n1N=C(c1ccc(O)c(O)c1)CS2,43*
COc1cccc(N2C(=O)CC(Nc3ccc(N4CCOCC4)cc3)C2=O)c1 (stereo unspecified),51*

# (list continues)
SMILES,HTRA1 inhibitor
O=C(CSC1=NC(=O)C(c2ccccc2)C(=O)N1)Nc1ccccc1Cl (stereo unspecified),0
CCN1C(=NCCc2cccnc2)N[C@@H](c2ccccc2)C(C(=O)OC)=C1C,-7
C/C=C(/C)C(=O)O[C@@H]1c2cc3c(c(OC)c2-c2c(cc(OC)c(OC)c2OC)[C@@H](OC(C)=O)[C@@H](C)[C@H]1C)OCO3,3
COc1ccc([C@@H]2[C@@H]3C(=O)N(C(C)(C)C)C(=O)[C@@H]3[C@]3(Cc4ccccc4)C(=O)N(c4ccc(Br)cc4)C(=O)N23)cc1,8
O=C(C1CCCN(Cc2ccncc2)C1)N1CCc2ccccc2C1 (stereo unspecified),2
Cc1c(Cc2ccccc2)sc(/N=C/c2c(O)ccc3ccccc23)c1C(N)=O,-10
C/C=C\C=C/C(=O)Nc1cccc(C2=NOC3(C2)C[C@@H](C(N)=O)N(C(=O)/C=C/C=C\C)C3)c1 (stereo partly specified),-24
CCN1CCN(C(=O)c2cc3c(s2)-c2c(C)cccc2OC3)CC1,-4
COc1ccccc1-n1c(-c2ccc(F)cc2)coc1=O,3
CC1=NOC(=O)/C1=C/c1ccc(-c2ccc(Cl)cc2)o1,11
Cc1ccc2nc(NC(=O)C3CCN(c4ncnc5sc(C)c(C)c45)CC3)sc2c1,-7
C#CCOCCOCCOCCNc1nc(N2CCN(C(=O)CCCCCCCCCCNC(=O)[C@H](CCCCN)n3cc(C)nn3)CC2)nc(N2CCN(C(=O)CCCCCCCCCCNC(=O)[C@@H]([C@H](C)CC)n3cc(CCCCCN)nn3)CC2)n1,-77
Cc1cccc(N2CCN(C(=O)CSCc3c(C)noc3C)CC2)c1C,-5
Cc1ccc(-c2nc(=S)c3c(n2Cc2ccco2)CC(C)(C)OC3)cc1,-12
CCOc1ccc(N/C=C/C(=O)c2ccc3ccccc3c2)c([N+](=O)[O-])c1,-5
Cc1ccc(C2CC(=O)NC(SCc3ccccc3)=C2C#N)o1 (stereo unspecified),-4
CCc1c(C)nc(SC/C=C/c2ccccc2)[nH]c1=O,-3
O=C(CSc1ccc(-c2nc3ccccc3[nH]2)cn1)Nc1ccc2c(c1)OCCO2,-13
CCOc1ccc(OCCn2c(S(=O)(=O)O)nc3c(N)ncnc32)cc1,-3
Cc1cccc(/N=C/c2c(O)ccc3oc4c(c23)CCCC4)n1,11
O=C(CCl)N1N=C(c2ccco2)CC1c1cccs1 (stereo unspecified),3
O=C1CC(Nc2ccc(N3CCOCC3)cc2)C(=O)N1c1cccc(C(F)(F)F)c1 (stereo unspecified),61*
C=C(C)C(=O)Nc1cccc(C2=NOC3(C2)C[C@H](C(N)=O)N(C(=O)C(c2ccccc2)c2ccccc2)C3)c1 (stereo partly specified),-21
CC(=O)c1ccc(NC(=O)Oc2ccccc2)cc1,1
CCOC(=O)C1CCCN(Cc2sccc2C)C1 (stereo unspecified),10
N/C(=N\OC(=O)C1CCCCC1)c1cccc([N+](=O)[O-])c1,-6
CCOC(=O)[C@@H]1[C@H]2COc3ccc(Br)cc3[C@H]2N2C(=O)N(c3ccc(F)cc3)C(=O)[C@@]12C,1
CCCCCn1c2nc3ccccc3nc2c2c(=O)n(CC(C)C)cnc21,1
CCOC(=O)C1CCN(C(=O)CC(NS(=O)(=O)c2ccc(OC)cc2)C(C)C)CC1 (stereo unspecified),1
O=C(Cn1ccc2ccccc2c1=O)NCCC(=O)Nc1cccc(Cl)c1,1
CC(C)(C)OC(=O)NCCCCCNC(=O)c1[nH]cnc1C(=O)N[C@@H](Cc1ccccc1)C(=O)OC(C)(C)C,-13
CC[C@H]1CN2CCc3cc(OC)c(OC)cc3[C@@H]2C[C@@H]1C[C@H]1NCCc2cc(OC)c(OC)cc21,-3
Cc1cc(C)c(C2C3=C(Nc4c2c(C)nn4-c2ccccn2)c2ccccc2C3=O)c(C)c1 (stereo unspecified),4
COc1ccc(C2(C(=O)NCCc3ccccc3)CCCC2)cc1OC,-8
O=C(NCc1ccccc1)c1ccc(NC2=NC3CS(=O)(=O)CC3S2)cc1 (stereo unspecified),-1
COc1ccc(CC(=O)N/N=C(\C)c2ccccn2)cc1,-2
O=C(N1CCC(n2nc(-c3ccccc3)oc2=O)CC1)C1(c2ccccc2)CC1,-11
CC(NC(=O)C1CCCN1S(=O)(=O)c1cccc2nsnc12)c1ccccc1 (stereo unspecified),4
COc1ccccc1NC(=O)c1sc2nc(-c3ccco3)ccc2c1N,-4
O=C(CN1CCCCCC1)OCCN=C1NS(=O)(=O)c2ccccc21,-4
OCC[C@@H]1C[C@H](O)[C@@H](O)[C@@]2(OCCc3ccccc32)O1,2
NCCCC[C@@H](C(=O)NCCCCCCCCCCC(=O)N1CCNCC1)n1cc(CCCC(=O)O)nn1,0
COC(=O)c1scc(C)c1NC(=O)c1ccc(Cl)cc1,0
Cc1cccc(CS(=O)(=O)c2nnc([C@H](Cc3ccccc3)NC(=O)OC(C)(C)C)o2)c1,-2
C[C@H](CO)N1C[C@H](C)[C@H](CN(C)Cc2ccc(-c3ccccc3)cc2)Oc2ccc(NS(=O)(=O)c3ccccc3)cc2CC1=O,-127
Cc1cc(-c2csc(NC(=O)c3ccc(=O)n(C)n3)n2)c(C)n1CC1CCCO1 (stereo unspecified),10
COc1ccc(NC(=O)C(c2ccc(Cl)cc2)C(C)C)cn1 (stereo unspecified),-14
CCOC(=O)C1C(C(=O)OC)=C(c2ccc(OC)cc2)c2ccc(OC)cc2N1S(=O)(=O)C(F)(F)F (stereo unspecified),-7
COc1ccc(-n2nc(C(=O)NCCCN3CCCC3=O)c3c4ccccc4n(C)c3c2=O)cc1Cl,3
CCOc1ccc2c(c1)-c1c(ssc1=S)C(C)(C)N2,46*
COc1ccc(CN2c3c(Br)cccc3C(=O)CS2(=O)=O)cc1,-105
Cc1cccn2c(=O)c3cc(C(=O)NCc4ccco4)c(=N)n(CCOCCO)c3nc12,2
CCc1ccc(S(=O)(=O)Nc2c(NC3CCCCC3)c3ccccc3oc2=O)cc1,-52
FC(F)(F)c1cccc(NC(=S)N2CCCC2)c1,1
CCC1C/C(=C\c2cc(OC)c(OC)cc2OC)C(=O)/C(=C/c2cc(OC)c(OC)cc2OC)C1 (stereo unspecified),5
COc1cc(C(=O)NC2CCN(C)CC2)ccc1Nc1ncc2c(n1)N(C1CCC(O)CC1)CCC(=O)N2C (stereo unspecified),-1
N#CC(=C1CCCC1)c1nc(-c2ccccc2O)cs1,-29
CN(c1cccc(NC(=O)CN(c2ccc(C34CC5CC(CC(C5)C3)C4)cc2)S(C)(=O)=O)c1)S(C)(=O)=O,-68
C1CCCC(NC2=NCCO2)CCC1,-3
CC(C)C(NC(=O)OCc1ccccc1)C(=O)OCC(=O)N1C(C)CCCC1C (stereo unspecified),1
# The list continues:
SMILES,HTRA1 inhibitor
COc1cc(NC(=O)CCNC(=O)Cn2ccc3ccccc3c2=O)cc(OC)c1OC,5
O=C1C(Cl)=C(N2CCCCC2)C(=O)C(Cl)=C1c1cnc(N2CCCCC2)s1,71*
COC(=O)c1ccc(/C=N\NC(=O)c2c(C)nc3ccc(Cl)cn23)cc1,7
c1ccc(CN2CCC(N3CCC(N4CCCCCC4)CC3)CC2)cc1,11
CCN1C(=O)c2cccc3c(S(=O)(=O)Nc4ccncc4)ccc1c23,4
CC1CCN(C(=O)CSc2nc(N)c3c4c(sc3n2)CN(C)CC4)CC1,2
O=C(Nc1cc(Cl)ccc1-n1cncn1)c1ccc([N+](=O)[O-])s1,5
Cc1cc(OC(=O)c2ccco2)c(Sc2ccccc2[N+](=O)[O-])c(=O)o1,0
CCOc1ccccc1NC(=S)NC1CC2CCC1C2 (stereo unspecified),0
Cc1ccc(C(C)C)c(OCc2nn(CC(=O)c3ccc(OC(F)F)cc3)c3[n+]2CCCCC3)c1,1
CN1CC=C2C(C#N)=C(N)C(C#N)(C#N)[C@H](c3ccoc3)[C@H]2C1,24
CC1(C)Cc2c(sc3c2c(=O)n(Cc2ccccc2)c2nncn32)CO1,3

# Six entries from above in a different format.
Molecule	HTRA1 inhibitor
O=C(Nc1cc(Cl)ccc1-n1cncn1)c1ccc([N+](=O)[O-])s1	5
Cc1cc(OC(=O)c2ccco2)c(Sc2ccccc2[N+](=O)[O-])c(=O)o1	0
CCOc1ccccc1NC(=S)NC1CC2CCC1C2 (stereo unspecified)	0
Cc1ccc(C(C)C)c(OCc2nn(CC(=O)c3ccc(OC(F)F)cc3)c3[n+]2CCCCC3)c1	1
CN1CC=C2C(C#N)=C(N)C(C#N)(C#N)[C@H](c3ccoc3)[C@H]2C1	24
CC1(C)Cc2c(sc3c2c(=O)n(Cc2ccccc2)c2nncn32)CO1	3

# (more compounds)
SMILES,HTRA1 inhibitor
CCc1c(C2(O)CCCCC2)[nH]c2cc(C(F)(F)F)ccc12,-8
COc1cc(C(Nc2ccccn2)c2ccc3ccc(C)nc3c2O)cc(OC)c1O (stereo unspecified),13
COc1ccc2c(c1)C=CC1(O2)N(CCO)c2ccccc2C1(C)C (stereo unspecified),-69
COc1ccc([C@H]2CC(=O)C=C(c3ccccc3)C2)cc1,-24
N#C/C(=C/c1ccc(N2CCCCCC2)o1)c1ccc(F)cc1,-2
